From PubChem BioAssay
miR122 inh: inhibitors of miR-122 in Huh7 cells; Huh7 miR-122 Renilla luciferase sensor, 48 h; neutral wells = 0, positive control = 100; activation (reporter increase), % at 12.5 µM; hit rate 0.3% among 340,000;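 active means mean replicate activation score at least 90 and every replicate individually at or above 90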;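 further: higher luciferase means less miR-122 activity so hits act as miR-122 inhibitors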
LGR2 inh: blocks bursicon-induced cAMP signaling via Drosophila LGR2. HEK293 LGR2, CRE-luciferase, bursicon-stimulated, 4 h. inhibition, % at 9.99 µM. hit rate 0.35% among 380,000. AID 720647;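 active means drop in luminescence signal, shown as inhibition above about 50% in the replicate tests, limit read from the data, passing the limit was not always enough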;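 further: agonist challenge used bursicon conditioned medium at about half maximal strength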
PAX8 reporter: inhibitors of PAX8 transcriptional activity in RMG-I cells. inhibition, % at 12.6 µM. RMG-I TPO-luciferase reporter, SteadyGlo, 24 h. hit rate 1.2% among 360,000. AID 652154;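 active means mean replicate inhibition at least 60% with every replicate also reaching 60%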;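 further: luciferase light reporting Pax8 driven TPO promoter activity; plate controls were median of neutral control wells for no effect and mitoxantrone controls for full effect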
PGC1a acetyl inh: modulators of PGC1a acetylation; U2OS PGC1a acetylation, AlphaScreen anti-acetyl-lysine; with virally co-expressed GCN5 acetyltransferase; inhibition, % at 15.6 µM; hit rate 0.17% among 350,000;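 active means every replicate shows inhibition of at least 40%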;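 further: 0% = neutral control wells and 100% = positive control wells; some results beyond the cut were filed as inactive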
FN deposit inh: fibronectin deposition inhibition. AH1F fibroblasts, Alexa488-fibronectin deposition fluorescence, overnight. inhibition, % at 12.6 µM. hit rate 0.086% among 350,000;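 active means mean inhibition across replicates of 30% or more, regardless of how many single replicates reach that level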;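 further: positive control wells lacked labelled fibronectin entirely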
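material = AH1F fibroblast monolayer depositing Alexa488-labelled fibronectin into matrix | amount = 10000 AH1F cells/well | buffer or medium = DMEM plus 2% serum, read in PBS | incubation = 1 h cell adhesion before compound, then overnight fibronectin incubation | detection = fluorescence at 485 nm excitation, 525 nm emission | evaluation = percent inhibition as loss of matrix-bound fibronectin fluorescence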
EWS-Fli block: inhibitors of EWS/Fli oncoprotein transcriptional activity; inhibition, % at 12.6 µM; hit rate 0.67% among 350,000; AID 651661; A673 NR0B1-luciferase reporter, viability-normalised;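 active means mean inhibition of at least 50% after viability correction, with every replicate also passing that limit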;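 further: firefly luciferase signal divided by Alamar Blue viability fluorescence both relative to DMSO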
Cneo AK release: Cryptococcus neoformans lysis via adenylate kinase release; C. neoformans lysis, adenylate kinase release luminescence, 4 h; normalised: neutral wells 0, clomiphene wells 100; lysis activity, % at 15 µM; hit rate 0.2% among 360,000; AID 651654;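 active means mean lysis activity across replicates of at least 80%, whatever share of replicates individually reach that level; inactive means mean lysis activity below 80%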
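Material – log-phase Cryptococcus neoformans yeast cells · Input – 5 × 10^6 yeast cells/mL · Medium – fresh YPD growth medium · Doses – single compound concentration per well · Timing – static 4 h at 37 °C with compound, 1 h detection · Detection – adenylate kinase release luminescence · Read-out – signal increase indicating cell lysis · Control set – Clomiphene as positive lysis control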
Casp6 inh: blocks human caspase-6 cleavage activity | P55212 | purified caspase-6, Z-VEID-R110 cleavage fluorescence | inhibition, % at 12.5 µM | hit rate 0.53% among 350,000;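 active means mean inhibition across replicates at least about 35%, with every replicate also reaching that limit, limit read from the data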;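 further: 0% = median of neutral control wells and 100% = no fluorescence left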
Target sequence (P55212 24-179 limits assumed): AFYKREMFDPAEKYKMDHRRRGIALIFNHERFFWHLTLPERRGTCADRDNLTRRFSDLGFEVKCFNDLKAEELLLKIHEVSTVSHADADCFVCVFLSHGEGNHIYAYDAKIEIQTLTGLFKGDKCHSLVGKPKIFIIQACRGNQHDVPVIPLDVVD
Target sequence (P55212 194-293 limits assumed): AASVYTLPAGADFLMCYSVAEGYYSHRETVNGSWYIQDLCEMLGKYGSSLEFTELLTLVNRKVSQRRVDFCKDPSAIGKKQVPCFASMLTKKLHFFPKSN
Numbers without * were called inactive; nt = no result given; & = joins results of further samples; [ ] = dose if it differs, or a comment.

Values run as follows: miR122 inh | LGR2 inh | PAX8 reporter | PGC1a acetyl inh | FN deposit inh | EWS-Fli block | Cneo AK release | Casp6 inh
> COCCCNC(=O)CN(CCc1ccccc1)S(=O)(=O)c1ccccc1
 : -3.4 | 23.5 | 7.4 | -2.8 | 3.3 | 0.7 | nt | -0.7
> Cc1ccc(-n2ncc3c(=O)n(-c4ccc(C)c(C)c4)c(C)nc32)cc1
 : -0.8 | nt | nt | -3.1 | -8.0 | nt | -3.2 | nt
> COc1cccc(CNC(=O)c2cc(S(=O)(=O)N3CCOCC3)ccc2N2CCCC2)c1
 : -3.0 | -5.7 | -2.0 | -2.5 | -8.0 | 7.0 | -0.1 | -28.5
> S=C(Nc1ccccc1)N1CCN(c2ccccn2)CC1
 : nt | -1.1 | -9.1 | 4.2 | 4.5 | -13.3 | nt | 0.0
> CO[C@H]1CN(C)C(=O)c2cc(NC(=O)NC(C)C)ccc2OC[C@H](C)N(Cc2cncnc2)C[C@H]1C
 : 3.7[16.7 µM] | 12.6 | -5.7 | 4.5 | -17.0 | 2.6 | -4.0 | nt
> O=[N+]([O-])c1ccccc1S(=O)NCc1c(Cl)cccc1Cl (configuration not stated)
 : nt | -2.5 | 18.2 | nt | -5.3 | -5.2 | nt | -0.3
> COc1cccc(-c2cnc3c(NC(C)=O)cc(-c4ccc(C(=O)NC5CC5)cc4)cn23)c1
 : -3.9 | 2.3 | 36.2 | -4.0 | 5.8 | 2.9 | 2.3 | 1.5
> O=S(=O)(c1ccc(Br)s1)N1CCC2(CC1)OCCO2
 : nt | 7.4 | -25.8 | nt | 1.4 | -10.8 | -0.1 | 0.4
> O=C(N/N=C/c1ccc(O)c([N+](=O)[O-])c1)C1CC1(c1ccccc1)c1ccccc1 (configuration not stated)
 : nt | 10.1 | -2.2 | -9.6 | 4.1 | -0.7 | nt | 23.2
> CC(C(=O)N/N=C/c1ccc(N(C)C)c(Br)c1)N(c1ccccc1)S(C)(=O)=O (configuration not stated)
 : -4.2 | -8.3 | nt | 3.1 | nt | nt | -2.0 | nt
> CCN1C(=O)/C(=C\c2cn(CCC#N)nc2-c2ccc(F)cc2)SC1=S
 : nt | -22.7 | 15.3 | nt | 4.7 | 11.3 | nt | 2.1
> C[C@H](CO)N1C[C@H](C)[C@H](CN(C)Cc2cccnc2)Oc2cc(C#CC3CC3)ccc2S1(=O)=O
 : 1.3[16.7 µM] | 0.6 | nt | nt | nt | -7.2 | -1.0 | 3.1
> O=C(Nc1cccc(F)c1)N[C@H]1CC[C@H](CCNS(=O)(=O)c2cccc(Cl)c2)O[C@H]1CO
 : nt | 7.1 | -3.2 | 13.9 | nt | 6.8 | -0.7 | -6.3
> COc1cc(CCCN2CCNC[C@@H]2C(C)O)cc(OC)c1OC (some centres not stated)
 : -1.3 | nt | 4.1 | -7.9 | -2.9 | -6.9 | 0.1 | 8.2
> COc1ccccc1COC(=O)Nc1c(C)nn(C)c1Cl
 : 1.1 | nt | 4.2 | 0.5 | 0.2 | nt | 3.7 | nt
> COc1cccc(C2CC(c3ccccc3C)n3nc(N)nc3N2)c1 (configuration not stated)
 : -6.1 | -4.0 | 5.5 | 5.3 | -20.9 | 3.3 | -0.9 | -2.8
> Cc1noc(C)c1S(=O)(=O)Nc1ccc2c(c1)C(=O)N([C@H](C)CO)C[C@H](C)[C@@H](CN(C)S(=O)(=O)c1ccccc1)O2
 : 2.9[16.7 µM] | 10.5&4.1 | -7.5 | 0.7&9.8 | -5.2&-7.4 | -2.1&-1.1 | -1.2&3.0 | 1.1&3.6
> O=C(C[C@H]1CC[C@H]2[C@@H](COC[C@@H](O)CN2C(=O)c2ccc(F)cc2)O1)NCc1cccc(F)c1
 : -2.6[16.7 µM] | 0.3 | -12.8 | -1.0 | -2.9 | -10.8 | -2.3 | -0.6
> COc1ccc(S(=O)(=O)N(C)C[C@H]2Oc3c(NC(=O)Nc4cccc5ccccc45)cccc3C(=O)N([C@H](C)CO)C[C@@H]2C)cc1
 : -8.3[16.7 µM] | nt | nt | -16.1 | nt | 19.3 | 2.4 | 0.0
> C[C@@H]1CCCCO[C@@H](CN(C)C(=O)NC2CCCCC2)[C@H](C)CN([C@H](C)CO)C(=O)c2cc(NC(=O)Cc3ccccc3)ccc2O1
 : -6.8[16.7 µM] | 28.6 | nt | -3.8 | nt | 11.6 | 1.6 | 2.7
> CCOC(=O)N1CCN(C(=O)c2ccc(OC)c(OC)c2)CC1
 : 7.1 | nt | 6.6 | 1.9 | 3.9 | nt | -1.2 | nt
> O=C(NC(c1ccc(-c2ccccc2)cc1)c1cnccn1)C1CCN(CCOc2ccc(F)cc2)CC1 (configuration not stated)
 : -4.4 | 9.1 | nt | -10.5 | 7.5 | 26.4 | 1.2 | -0.3
> COc1ccc(/C=N\Nc2ncc(F)c(N3CCOCC3)n2)cc1OC
 : nt | -5.5 | 6.3 | -3.5 | -5.1 | -26.7 | nt | -2.2
> Cc1ccc(S(=O)(=O)N[C@H]2CC[C@H](CCNC(=O)CN3CCOCC3)O[C@H]2CO)cc1
 : nt | 4.3 | -2.2 | 7.7 | nt | 0.3 | 0.6 | 3.3
> O=C(CSc1n[nH]c(-c2cccs2)n1)NCCc1ccccc1
 : nt | 12.7 | 24.6 | nt | 3.3 | -7.0 | nt | -0.6
> COc1ccc(C(=O)Nc2cc(=O)[nH]c3ncnn23)cc1
 : 8.2 | -19.9 | 11.5 | -12.2 | 4.9 | 3.7 | 0.5 | -1.4
> O=C(CC1CCCCC1)N1CCC(c2nc(-c3ccc(S(=O)(=O)N4CCCC4)cc3)no2)CC1
 : -0.1 | 15.9 | nt | 4.0 | 5.1 | nt | -0.2 | nt
> CCCCC(OC(=O)c1ccco1)C(=O)NCc1ccc(C)cc1 (configuration not stated)
 : -5.6 | -0.3 | -28.8 | nt | -10.2 | nt | -1.2 | 2.2
> COc1cccc(NC(=O)CN(C)C(=O)c2ccc(Cl)c(S(=O)(=O)N3CCCCCC3)c2)c1
 : 13.4 | 1.6 | 12.2 | -25.8 | -4.5 | 8.1 | 1.9 | 7.5
> COC(=O)[C@@]1(Cc2ccc(F)cc2)[C@H]2c3cc(C(=O)N(C)C)n(CCc4c[nH]c5ccc(OC)cc45)c3C[C@H]2CN1C(=O)c1ccccc1
 : nt | 11.4 | -3.6 | nt | 1.2 | -5.6 | nt | -0.3
> O=C(COC(=O)C12CC3CC(CC(O)(C3)C1)C2)Nc1ccc(Br)cc1F
 : nt | -77.2 | -238.8 | nt | 7.3 | -5.5 | -1.6 | -3.8
> CC1(c2ccc3noc(-c4cccc(F)c4)c3c2)OCCO1
 : 0.1 | -2.2 | -33.1 | 9.2 | -7.9 | 2.9 | 1.2 | -1.1
> O=C(COc1ccccc1Br)NC1CC1
 : 2.8 | -8.3 | -28.3 | 2.1 | nt | nt | -0.8 | 3.9
> C[C@@H]1CN([C@H](C)CO)C(=O)c2cc(C#CC3CC3)cnc2O[C@@H]1CN(C)C
 : -0.8[16.7 µM] | -1.1 | nt | 3.0 | -0.7 | -2.3 | -1.0 | -7.2
> CC(=O)NCCNC(=O)c1ccc2c(c1)S(=O)(=O)c1ccccc1C2=O
 : -8.1 | 0.8 | -9.2 | -0.8 | 8.1 | 0.8 | 1.6 | 6.1
> COc1ccccc1N1CCN(C(=O)CN(c2ccc(C)c(C)c2)S(C)(=O)=O)CC1
 : 6.3 | 4.5 | nt | nt | nt | nt | 2.0 | -2.3
> NS(=O)(=O)c1ccc2nc(NC(=O)CS(=O)(=O)c3ccccc3)sc2c1
 : -8.6 | -2.1 | -9.2 | -6.0 | 2.2 | nt | -0.2 | 3.4
> CN(C)C(=O)c1ccc(NC(=O)c2ccc(-c3ccc(Cl)cc3)o2)cc1
 : -9.4 | 2.8 | 5.1 | -5.8 | 1.2 | -25.6 | 3.4 | 0.5
> O=C(NCCn1ccc2ccccc21)c1ccc2c(c1)OCO2
 : -6.4 | -55.4 | -92.2 | 5.6 | 5.4 | -60.6 | -4.9 | 0.2
> CCCS(=O)(=O)NC(=O)C1(C)CCN(C(=O)c2oc3ccccc3c2C)C1 (configuration not stated)
 : 3.0 | 2.2 | 6.2 | -0.1 | -5.8 | -2.0 | 0.5 | -0.9

Two compounds picked at random from the list so far:
Values run as follows: miR122 inh | LGR2 inh | PAX8 reporter | PGC1a acetyl inh | FN deposit inh | EWS-Fli block | Cneo AK release | Casp6 inh
> O=C(CC1CCCCC1)N1CCC(c2nc(-c3ccc(S(=O)(=O)N4CCCC4)cc3)no2)CC1
 : -0.1 | 15.9 | nt | 4.0 | 5.1 | nt | -0.2 | nt
> CC(=O)NCCNC(=O)c1ccc2c(c1)S(=O)(=O)c1ccccc1C2=O
 : -8.1 | 0.8 | -9.2 | -0.8 | 8.1 | 0.8 | 1.6 | 6.1

Remaining list, next part.
Values run as follows: miR122 inh | LGR2 inh | PAX8 reporter | PGC1a acetyl inh | FN deposit inh | EWS-Fli block | Cneo AK release | Casp6 inh
> CO[C@H]1CN(C)C(=O)c2ccc(NS(=O)(=O)c3ccc(Cl)cc3)cc2OC[C@H](C)N(C(=O)NC(C)C)C[C@@H]1C
 : 1.4[16.7 µM] | -4.8 | nt | 12.7 | 9.9 | -10.0 | -7.7 | -0.7
> CC(=O)NS(=O)(=O)c1ccc(NC(=O)c2ccc3c(c2)OCO3)cc1
 : -0.7 | -5.9 | 20.1 | 3.5 | -4.2 | -11.0 | 0.5 | -2.0
> CC(=O)Nc1cccc(NC(=O)c2cc(-c3cccnc3)nc3ccc(Br)cc23)c1
 : -0.8 | 12.5 | nt | -5.1 | nt | 13.6 | 3.7 | -0.9
> O=C(c1ccccc1)C(O)(Cc1ccccc1)c1ccccc1 (configuration not stated)
 : 168.3* | 13.0 | -21.4 | -54.0 | -3.4 | 7.0 | -1.0 | 6.7
> CN1CCN(S(=O)(=O)c2ccc(N(C)Cc3cccc(F)c3)nc2)CC1
 : 3.8 | 1.8 | -3.9 | 11.1 | 0.0 | -3.1 | 1.7 | -0.5
> COc1ccc(S(=O)(=O)N(C)C[C@@H]2Oc3ncc(-c4ccncc4)cc3C(=O)N([C@H](C)CO)C[C@H]2C)cc1
 : -5.8[16.7 µM] | -4.1 | nt | -1.3 | 0.6 | 15.7 | 55.6 | 2.7
> O=C1CCCc2nc(N3CCN(C(=O)c4ccco4)CC3)ncc21
 : nt | -10.1 | nt | nt | -0.9 | -62.1 | -2.3 | -3.0
> COc1ccc(C(C2C(=O)CC(C)(C)CC2=O)C2C(=O)CC(C)(C)CC2=O)cc1CO
 : -0.2 | 1.2 | -2.1 | nt | -0.5 | 5.1 | -2.2 | 0.2
> CCOC(=O)CN(C(=O)COc1nc(-c2ccccc2)cc(C)c1C#N)c1ccc(C)cc1
 : nt | 21.0 | 14.1 | nt | -3.4 | 14.8 | nt | 0.4
> CCCN(CCC)CCNC(=O)c1cn(C)c(=O)c2c1c1ccccc1n2C
 : -5.4 | -9.4 | 16.2 | nt | -0.3 | 1.4 | 0.9 | nt
> Cc1ccc(Cl)cc1N1CCN(Cc2cc(=O)n3ccsc3n2)CC1
 : nt | 31.1 | 58.1 | 0.7 | -7.1 | 6.8 | nt | -3.0
> O=C(NCc1ccc(Cl)cc1)N1CCN(Cc2ccccc2)CC1
 : 0.2 | 5.9 | 27.4 | -0.8 | 3.2 | 21.2 | -0.9 | 0.0
> O=c1cc[nH]c2cc(Cl)ccc12
 : 4.9 | 7.6 | -0.8 | 4.9 | -37.5 | 8.6 | -0.9 | 1.0
> CC(=O)c1ccc(OCc2ncc(C(F)(F)F)cc2Cl)cc1
 : nt | nt | -29.0 | nt | -7.7 | -45.8 | nt | -2.6
